Screening results as filed in PubChem BioAssay.
GPR55 LPI antagonism = GPR55 antagonists blocking LPI-driven arrestin recruitment, primary screen, imaging, U2OS, beta-arrestin-GFP, LPI agonist (AID 2013); U2OS GPR55 beta-arrestin-GFP translocation imaging, LPI antagonism; higher % means a stronger effect; inhibition, % at 10 µM, or IC50 in µM where a hit was titrated; 0.13% of 290,000 active;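 active means spots per cell inhibited over 60%, with over 100 cells counted and total cytoplasm intensity under 500,000; inconclusive means wells with under 100 cells, flagged as likely toxic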;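 further: U2OS cells stably carrying GPR55 and arrestin-GFP stimulated by 5 µM LPI near EC80; imaged beta-arrestin-GFP aggregate spots per cell after agonist stimulation; plate controls were LPI-stimulated DMSO wells for no effect and DMSO wells without LPI for full effect; some results filed as inactive read as strong as hits; confirmed hits need IC50 under 10 µM and bright autofluorescent wells are also inconclusive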
GPR35 arrestin U2OS = GPR35 antagonists blocking zaprinast-driven arrestin recruitment, primary screen, imaging, U2OS, beta-arrestin-GFP, zaprinast agonist (AID 2058). 0.052% of 290,000 active. one-dose inhibition, % at 10 µM; IC50 in µM for titrated hits. G-protein coupled receptor 35 (Homo sapiens). U2OS GPR35 beta-arrestin-GFP translocation imaging, zaprinast antagonism; higher % means a stronger effect;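 active means inhibition of at least 50% with at least 30 cells and total cytoplasm GFP at most 10,000,000; inconclusive means under 30 cells or total GFP of 10,000,000 plus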
UTI89 phage lysis = inhibition of K1F phage lysis, E. coli UTI89, bacterial capsule biogenesis inhibitors, alamar blue (AID 488966); E. coli UTI89 K1F phage lysis, alamar blue, 2 h; higher % means a stronger effect; one-dose inhibition, % at 100 µM; IC50 in µM for titrated hits; 0.02% of 340,000 active;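 active means phage lysis inhibition, versus mean bacterial control, above a set limit; inconclusive means no clear call, values can overlap the other calls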;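 further: capsule biogenesis inhibitors block K1F phage lysis so surviving cells raise fluorescence; higher fluorescence means more inhibition of phage lysis; actives were called in the ten point dose series up to 300 µM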
MgcRacGAP inhibition = MgcRacGAP GTPase-activating activity inhibitors, confirmation, biochemical, ADP Hunter fluorescence. Rac GTPase-activating protein 1 (Homo sapiens). MgcRacGAP-stimulated Rac1 GTP hydrolysis, ADP Hunter fluorescence; higher % means a stronger effect; GST-tagged Rac1 F28L mutant substrate. one-dose inhibition, % at 30 µM; IC50 in µM for titrated hits. 0.6% of 340,000 active;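 active means first-screen hits whose inhibition reached a set limit at any dose in the follow-up dose series; inconclusive means inhibition above the set first-screen limit but never retested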;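 further: fluorescence reports GDP produced by GAP-driven GTP hydrolysis; strong numbers were not always called active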
NOD1 NF-kB reporter = NOD1 signaling inhibitors, primary screen, cell-based, luminescence, uHTS (AID 1578) | NOD1-driven NF-kB luciferase reporter cells, luminescence; higher % means a stronger effect | 1% of 290,000 active | inhibition, % at 4 µM; hits with a dose series show EC50 in µM; in the data active means inhibition mostly above about 36%, no sharp cut-off; inactive means mostly below about 34%;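 further: HEK-293T reporter cells stimulated with the NOD1 agonist gamma-tri-DAP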
GPR55 activation = GPR55 agonists via beta-arrestin recruitment, primary screen, imaging, U2OS cells, beta-arrestin-GFP redistribution (AID 1961); 0.048% of 290,000 active; one-dose activation, % at 10 µM; EC50 in µM for titrated hits; G-protein coupled receptor 55 (Homo sapiens); U2OS GPR55 beta-arrestin-GFP redistribution imaging; higher % means a stronger effect;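 active means activation above 40% with more than 50 cells counted in the well; inconclusive means wells holding fewer than 50 cells, flagged as toxic or sparse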;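 further: U2OS osteosarcoma cells stably expressing GPR55 and beta-arrestin-GFP; plate controls were DMSO negative control for no effect and LPI positive control for full effect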
KOR beta-arrestin-1 = KOR agonists, beta-arrestin recruitment, primary screen, cell-based, luminescence, uHTS (AID 1777); KOR beta-arrestin recruitment, luminescence; higher % means a stronger effect; 0.02% of 280,000 active; activation, % at 10 µM, or EC50 in µM where a hit was titrated; Kappa-type opioid receptor (Homo sapiens); in the data active means activation above about 50%, passing the limit was not always enough; further: a part of the inactive calls stands beside numbers as strong as those of hits
KOR beta-arrestin-2 = KOR antagonists, beta-arrestin recruitment, cell-based, luminescence, uHTS (AID 1778) | Kappa-type opioid receptor (Homo sapiens) | KOR beta-arrestin recruitment, luminescence, antagonist mode; higher % means a stronger effect | inhibition, % at 10 µM, or IC50 in µM where a hit was titrated | 0.091% of 290,000 active; in the data active means inhibition above about 50%; further: strong numbers were not always called active
NTR1 ag = agonists of NTR1, primary screen, imaging, U2OS cells, beta-arrestin-GFP, high content (AID 493036). Neurotensin receptor type 1 (Homo sapiens), P30989. NTR1-U2OS beta-arrestin-GFP spot imaging, agonist mode. activation, % at 20 µM. 0.17% of 330,000 active;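 active means activation at or above 40% of the spot to cytoplasm intensity ratio, with at least 20 cells analyzed; inconclusive means wells under 20 cells, flagged as cytotoxic or low count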;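 further: 0% = DMSO without peptide and 100% = 100 nM NTR1 peptide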
Target sequence (P30989 whole entry, looked up): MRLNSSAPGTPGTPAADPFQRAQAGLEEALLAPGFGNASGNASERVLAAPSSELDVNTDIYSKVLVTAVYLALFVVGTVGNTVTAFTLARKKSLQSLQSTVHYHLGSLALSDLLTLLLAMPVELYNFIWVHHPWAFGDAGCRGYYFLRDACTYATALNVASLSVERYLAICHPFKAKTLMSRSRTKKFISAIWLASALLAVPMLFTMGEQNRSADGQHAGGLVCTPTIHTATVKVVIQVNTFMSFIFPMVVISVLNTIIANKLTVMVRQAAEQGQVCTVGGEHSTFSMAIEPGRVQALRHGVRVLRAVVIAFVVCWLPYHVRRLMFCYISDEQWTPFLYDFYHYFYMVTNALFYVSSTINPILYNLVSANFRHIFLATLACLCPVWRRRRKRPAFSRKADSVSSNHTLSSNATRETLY
NTR1 ag cell count 20 µM = second read-out of NTR1 ag, no call of its own (marks repeat the call); cell count; measured here: cell count, cytotoxicity flag
Numbers without * were called inactive; ? = inconclusive; nt = not tested or not shown; [ ] = another dose, or the depositor's remark.

structure,KOR beta-arrestin-2,UTI89 phage lysis,GPR35 arrestin U2OS,NOD1 NF-kB reporter,NTR1 ag,GPR55 activation,KOR beta-arrestin-1,GPR55 LPI antagonism,NTR1 ag cell count 20 µM,MgcRacGAP inhibition
CCN(CC)CCCNC(=O)CC1Sc2ccccc2NC1=O (stereo not given),-7%,-0.4%,15%,13%,0.5,0.0%,1.8%,6%,30,9%
Cc1c(NC(=O)c2ccc(Cl)c(S(=O)(=O)N3CCOCC3)c2)c(=O)n(-c2ccccc2)n1C,12%,3.6%,-10%,2%,0.1,0.1%,-2.8%,7%,88,3%
Cc1cc(C(=O)O)ccc1N/C=C1\CCCC(C)C1=O (stereo not given),-14%,0.1%,-8%,-46%,1.2,-0.1%,-0.4%,1%,43,12%
CC(C)c1ccc2nc(N)sc2c1,7%,-0.2%,3%,-52%,1.7,-0.5%,-1.0%,-6%,46,8%
CN(C)C(=O)Nc1ccccc1,10%,0.9%,-1%,-2%,-0.6,0.5%,3.1%,5%,52,11%
CN(C)CCNC(=O)/C(=C/c1cccc([N+](=O)[O-])c1)NC(=O)c1ccccc1,-12%,?,nt,-24%,0.4,0.6%,-1.8%,12%,48,4%
Cc1cc(C(=O)N/N=C2\CC(=O)CC(C)(C)C2)c(C)n1-c1ccc(F)cc1,21%,1.2%,8%,-15%,0.1,1.9%,4.2%,-3%,52,6%
CCCCn1c(N)c(N(CCOC)C(=O)CN2c3ccccc3CC2C)c(=O)[nH]c1=O (stereo not given),4%,-0.7%,-1%,-28%,0.5,-0.1%,-6.4%,6%,52,7%
O=C1CCCN1CCCNS(=O)(=O)c1ccccc1,-1%,0.1%,1%,-7%,-0.3,0.2%,-2.2%,23%,58,9%
O=C(Nc1ccc(N2CCOCC2)cc1)C1CCCN(S(=O)(=O)c2cccc(C(F)(F)F)c2)C1 (stereo not given),-48%,3.0%,-10%,-24%,0.4,0.2%,-3.1%,2%,59,5%
CC(C)OC(=O)CSc1nnc(CNc2ccc(Cl)cc2)n1C,16%[20 µM],-0.5%,2%,-31%,-0.9,0.2%,-4.5%,-2%,35,8%
COc1ccc(C(=O)Nc2ccc(-c3n[nH]c(=S)o3)cc2)cc1,-18%,-1.3%[50 µM],-7%,-10%,2.8,-0.2%,-1.3%,-2%,97,7%
COc1cccc(CNc2ccc3[nH]c(=O)[nH]c3c2)c1OCc1ccc(F)cc1,-53%[20 µM],-0.4%,-1%,41%,1.9,-0.1%,-4.3%,15%,54,26%
c1ccc(CCCNc2ncccn2)cc1,-29%,-0.1%,-6%,nt,-0.4,0.0%,10%,9%,37,5%
CC(=O)N1CCCc2cc(S(=O)(=O)N3CCCC(C(=O)Nc4cccc(C)c4)C3)ccc21 (stereo not given),-15%,0.1%,-7%,-22%,0.8,-0.2%,-5.3%,-2%,56,2%
O=C(Nc1ccc2c(c1)CCCN2C(=O)c1ccccc1)c1ccccc1,-3%,0.4%,-17%,-12%,4.1,0.1%,0.7%,6%,68,1%
CSc1ccccc1C(=O)OCC(=O)NC1CCS(=O)(=O)C1 (stereo not given),-12%,2.2%,-11%,-34%,-0.7,-0.5%,-3.7%,0%,43,1%
COc1ccc(CCNC(=O)Cn2nc(C(=O)O)c3ccccc3c2=O)cc1OC,-10%,-0.9%,9%,-1%,-0.4,-0.2%,3.1%,7%,45,2%
O=C(COc1ccc2c(c1)CCC2)NCc1ccccc1,nt,1.9%[50 µM],-5%,-23%,-1.3,0.1%,2.1%,2%,62,5%
O=S(=O)(c1ccc(Cl)cc1)N1c2ccccc2Oc2nc3ccccc3nc21,10%,2.5%,-11%,-1%,-1.2,-0.3%,-1.4%,-5%,55,4%
COc1ccccc1C(=O)Nc1nnc(SCC(=O)NCc2ccco2)s1,2%,0.0%,2%,-33%,1.1,0.4%,1.7%,-9%,42,8%
O=C(O)COc1ccccc1/C=N/NC(=O)c1cc(-c2ccc(F)cc2)nc2ccccc12,-36%,0.5%,-1%,-40%,0.4,-0.6%,4.3%,-1%,55,9%
COCCCNC(=O)/C(C#N)=C/c1c(N2CCN(c3ccccc3)CC2)nc2c(C)cccn2c1=O,-18%,0.1%,0%,-7%,3.4,-0.1%,-3.0%,2%,48,10%
Cc1ccc(C2c3c(oc4ccccc4c3=O)C(=O)N2c2nnc(C(C)C)s2)o1 (stereo not given),40%,2.6%,-8%,-18%,-0.9,-0.1%,-1.5%,5%,61,0%
Cc1ccc(S(=O)(=O)NC(N)=NCCc2ccc(Cl)cc2)cc1C,-14%,4.1%,3%,36%,-0.8,-0.3%,18%,8%,33,-4%

The last two compounds of the section above are carried over, then new ones follow.
structure,KOR beta-arrestin-2,UTI89 phage lysis,GPR35 arrestin U2OS,NOD1 NF-kB reporter,NTR1 ag,GPR55 activation,KOR beta-arrestin-1,GPR55 LPI antagonism,NTR1 ag cell count 20 µM,MgcRacGAP inhibition
Cc1ccc(C2c3c(oc4ccccc4c3=O)C(=O)N2c2nnc(C(C)C)s2)o1 (stereo not given),40%,2.6%,-8%,-18%,-0.9,-0.1%,-1.5%,5%,61,0%
Cc1ccc(S(=O)(=O)NC(N)=NCCc2ccc(Cl)cc2)cc1C,-14%,4.1%,3%,36%,-0.8,-0.3%,18%,8%,33,-4%
CCC(CC)C(=O)NCCc1cc2ccc(C)c(C)c2[nH]c1=O,-6%,nt,-11%,-21%,nt,-0.1%,-2.2%,11%,nt,nt
CCCC1(C(=O)OCC)NC(c2ccc(N(C)C)cc2)C2C(=O)N(c3ccc(F)cc3)C(=O)C21 (stereo not given),47%,0.5%,4%,-13%,-1.5,-0.1%,-0.6%,5%,85,6%
O=C(COC(=O)c1cccs1)NCc1ccco1,17%,0.8%,-2%,2%,-0.7,0.4%,-6.1%,2%,33,12%
COc1ccc(/C=N/NC(=O)C(O)(c2ccccc2)c2ccccc2)cc1OC,-6%,9.0%,9%,-20%,2.8,0.1%,6.8%,-14%,42,-2%
CCOC(=O)Cn1c(=O)oc2cc(S(=O)(=O)NCCc3ccc(OCC)c(OCC)c3)ccc21,-32%,-0.9%,15%,nt,-0.1,0.1%,12%,20%,60,2%
N#C/C(C(N)=O)=C1/SC=C(c2ccccc2)N1c1ccccc1,12%,nt,-6%,-5%,-1.5,0.0%,2.1%,0%,43,nt
COc1cccc(NC(=O)COc2ccc(C(=O)N3CCN(C)CC3)cc2)c1,-11%,0.1%,-8%,-8%,0.7,-0.3%,-1.8%,0%,63,1%
CCOc1ccccc1CN1CCN(Cc2ccc(C)o2)C(CCO)C1 (stereo not given),-13%[20 µM],0.2%,11%,-20%,0.7,-0.1%,nt,17%,95,5%
COc1ccc(N/C=C\C(=O)c2ccc3c(c2)OCO3)cc1OC,1%,2.0%,-22%,-34%,3.4,-0.1%,1.0%,6%,43,17%
COc1nc(N(C)C)nc(N(C)c2cc(Cl)cc(Cl)c2)n1,-30%[20 µM],0.0%,5%,-18%,2.4,0.3%,-3.8%,0%,70,1%
Cc1cccc(/C=N/n2c(COc3ccccc3)n[nH]c2=S)c1,-31%,-0.8%[50 µM],-6%,6%,2.8,-0.2%,8.6%,-10%,97,8%
COc1ccc(N2CCN(CCNC(=O)c3ccc4nc5ccccc5c(=O)n4c3)CC2)cc1,3%,0.0%,-17%,-6%,0.0,-0.1%,1.3%,10%,82,nt
CC1(C)CC(=O)C2=C(C1)OC(N)=C(C#N)C21CCN(Cc2ccccc2)CC1,-7%,0.7%,-8%,7%,-1.5,-0.1%,-5.2%,18%,79,4%
Cc1cc(NC(CC(C)C)C(=O)O)nc(Cc2ccccc2)n1 (stereo not given),-2%,0.0%,-6%,33%,0.5,-0.1%,7.1%,-15%,57,12%
CC(C)CC(=O)N1CCN(Cc2ccc(Cl)cc2)CC1,-17%[20 µM],-0.5%,8%,6%,-0.4,-0.1%,1.1%,-14%,61,15%
CC(=O)N(C(C)=O)c1nc(-c2ccccc2)cn1/N=C/c1cccc([N+](=O)[O-])c1,6%,-0.6%,10%,-7%,3.0,-0.3%,18%,11%,45,14%
COc1ccc(-c2cc(C(=O)NCC3CCCO3)c3ccccc3n2)c(OC)c1 (stereo not given),-7%,-0.3%,20%,-21%,-0.5,-0.2%,-3.3%,4%,59,3%
CCOc1[nH]n(-c2ccc(Cl)cc2)c(=O)c1C=NCc1cccnc1,-42%,0.0%,0%,-45%,-2.1,0.2%,6.3%,4%,88,7%
O=C(Nc1ccc(Br)cc1)Nc1cnccn1,-28%,0.0%,6%,-62%,0.2,0.3%,0.7%,-3%,54,2%
CCCS(=O)(=O)c1nc(S(=O)(=O)c2ccc(C)cc2)c(N2CCC(C)CC2)s1,-4%,0.2%,4%,6%,4.2,0.5%,0.3%,2%,61,8%
S=C(NCC1CC1)N/N=C/c1ccccc1Cl,0%,0.6%,8%,4%,0.8,-0.3%,1.5%,-1%,60,12%
COc1ccc(Nc2nnc(SC(C(=O)Nc3ccc(OC)c(Cl)c3)c3ccccc3)s2)cc1 (stereo not given),-44%,1.5%[50 µM],-12%,-3%,3.1,0.3%,3.5%,-14%,86,-8%
Cn1c(=O)c(C(=O)NC2CCCCCCC2)c(O)c2ccccc21,25%,2.0%,4%,-9%,2.7,0.3%,-0.6%,-1%,56,4%
Cc1ccn2cc(-c3cc4ccccc4oc3=O)nc2c1,8%[20 µM],0.2%,5%,nt,nt,0.0%,9.6%,8%,nt,8%
COCCN(Cc1cc2cc3c(cc2n2nnnc12)OCO3)C(=O)c1ccccc1F,18%,2.6%,-3%,-11%,0.9,0.5%,-3.4%,19%,43,12%

A portion of the library; rates above refer to the full screens.
